Screening results: PubChem BioAssay, Broad Institute
Pf Dd2 growth = blocks growth of Plasmodium falciparum Dd2 parasites. P. falciparum Dd2 growth, SYBR Green, 72 h; hits give low values. activity change, % at 10 µM. 94,000 tested, 2.3% active; in the data active = activity change below about -80%
KDM4C inh = inhibitors of human demethylase GASC-1 KDM4C; Q9H3R0; inhibition, % at 12.5 µM; GST-KDM4C 2-372, H3K9me3 peptide, LANCE TR-FRET; AID 720574; 96,000 tested, 0.15% active;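 active = mean replicate inhibition above about 25%, with at least 55% of replicates also reaching it, limit read from the data, passing the limit was not always enough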
Target sequence (Q9H3R0 2-372 limits assumed): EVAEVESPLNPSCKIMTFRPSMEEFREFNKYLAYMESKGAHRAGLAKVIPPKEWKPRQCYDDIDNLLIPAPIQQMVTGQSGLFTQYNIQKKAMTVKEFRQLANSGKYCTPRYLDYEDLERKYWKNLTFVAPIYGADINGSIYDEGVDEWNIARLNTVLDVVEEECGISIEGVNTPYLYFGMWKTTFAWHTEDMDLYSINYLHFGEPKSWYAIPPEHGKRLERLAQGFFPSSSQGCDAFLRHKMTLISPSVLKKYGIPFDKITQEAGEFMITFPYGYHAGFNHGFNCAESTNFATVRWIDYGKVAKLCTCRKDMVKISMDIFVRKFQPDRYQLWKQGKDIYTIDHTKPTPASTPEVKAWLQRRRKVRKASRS
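material = GST-tagged GASC-1 (JMJD2C) catalytic fragment, aa 2-372 | amount = enzyme final amount 10 nM | medium = HEPES buffer, pH 7.5, plus ascorbate | also added = H3K9me3 peptide substrate, Fe(II), 2-oxoglutarate | dosing = single dose | times = 30 min demethylation and 1 h detection at room temperature | detection = LANCE TR-FRET | read-out basis = Fall in 671/618 emission ratio as inhibition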
Tcruzi prolif = blocks T. cruzi growth in NIH3T3 culture; AID 624255; 77,000 tested, 5.9% active; T. cruzi beta-gal in NIH3T3, GalScreen luminescence, 90 h; inhibition, % at 8.34 µM;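 active = mean inhibition above about 93%, with at least 55% of replicates each passing it, limit read from the data, passing the limit was not always enough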
C diff HTS = blocks growth of Clostridium difficile. Clostridium difficile clinical isolate growth, OD600, 24 h; hits give low values. growth activity, negative = inhibition, % at 16 µg/mL (by protocol). 86,000 tested, 0.25% active. AID 1259249;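 active = mean growth activity at or below -80% and every replicate also at or below -80%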;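 note: 0% = DMSO wells and -100% = levofloxacin 16 µg/mL wells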
The depositor's hits bear a star; · = not tested or not shown; & = joins results of further samples. Rows were taken by chance. About 6.7% of those tested had a hit in this group.

SMILES	Pf Dd2 growth	KDM4C inh	Tcruzi prolif	C diff HTS
COc1ccc(CN(C)C[C@@H]2OCCCC[C@@H](C)Oc3ccc(NS(C)(=O)=O)cc3C(=O)N([C@H](C)CO)C[C@H]2C)cc1	-28.9	-2.1	-1.5	1.9
COc1ccc2c3c([nH]c2c1)[C@@H](CO)N(Cc1nccs1)CC31CN(C(=O)C2CCCCC2)C1	-3.0	·	·	-10.0
CC(C)CC#Cc1ccc([C@@H]2[C@@H](CO)N3C(=O)CN(C(=O)Nc4ccc(F)cc4)C[C@@H]23)cc1	-18.1	-1.0	·	2.3
O=C(Nc1ccc(F)cc1)N1C[C@H]2[C@@H](c3ccccc31)[C@H](CO)N2C(=O)Cc1ccncc1	-6.0	2.6	41.5	4.4
C[C@@H]1CN([C@@H](C)CO)C(=O)Cc2cc(NC(=O)c3ccncc3)ccc2O[C@H]1CN(C)S(=O)(=O)c1cn(C)cn1	20.8	-2.6	25.4	6.1
CC(=O)N1[C@@H]2c3cccc(=O)n3C[C@H]1[C@H](CO)[C@H]2C(=O)NC1CCCC1	·	0.0	58.9	·
CO[C@@H]1CN(C)C(=O)c2ccc(NC(C)=O)cc2OC[C@H](C)N(Cc2ccc(F)cc2)C[C@H]1C	-14.9	0.6	8.8	·
COc1cccc(-c2ccc3c(c2)[C@H]2[C@H](CCN2C(=O)Cc2ccccc2)[C@@H](CO)N3)c1	-30.2	-0.1	11.3	3.8
O=C(CN1CCOCC1)N[C@H]1CC[C@@H](CCn2cc(C3CCCCC3)nn2)O[C@@H]1CO	6.5	6.7	-30.9	-0.3
C[C@@H]1CN([C@H](C)CO)C(=O)c2cccc(NS(=O)(=O)c3ccc(F)cc3)c2O[C@@H]1CN(C)CC1CCCCC1	-7.1	6.8	·	0.1
C[C@@H]1CN([C@H](C)CO)C(=O)c2cc(NS(=O)(=O)c3ccccc3)ccc2O[C@H]1CN(C)Cc1ccccc1	24.7	-1.2	6.9	10.1
C/C=C/c1ccc([C@H]2[C@@H](CO)N(C(=O)CC)[C@@H]2CN(C(=O)C2CC2)C(C)C)cc1	-14.8	4.8	·	-5.3
COCC(=O)N1CC(=O)N2[C@H](C1)[C@H](c1ccc(-c3cccnc3)cc1)[C@@H]2CO	29.9	-0.5	·	-5.1
O=C(C[C@H]1CC[C@@H]2[C@H](COC[C@@H](O)CN2Cc2cccc(C(F)(F)F)c2)O1)NCc1ccccc1	-43.7	1.9	15.9	8.3
C[C@@H]1CCCCO[C@@H](CN(C)C(=O)Nc2ccc3c(c2)OCO3)[C@H](C)CN([C@@H](C)CO)C(=O)c2cc(NC(=O)c3ccccc3)ccc2O1	-14.8	-0.2	34.5	1.5
C[C@@H]1CN([C@H](C)CO)C(=O)c2cccc(N(C)C)c2O[C@H]1CN(C)Cc1ccc2c(c1)OCO2	3.3	-0.7	6.4	-0.6
O=C(C[C@H]1CC[C@@H]2[C@H](COC[C@H](O)CN2CC2CCCCC2)O1)NCc1ccc(Cl)cc1	-6.5	0.3	83.6	·
C[C@@H]1CCCCO[C@H](CN(C)Cc2ccc(C(F)(F)F)cc2)[C@@H](C)CN([C@H](C)CO)C(=O)c2cc(NC(=O)C3CCCCC3)ccc2O1	-27.8	1.6	70.2	3.0
COC(=O)C[C@@H]1CC[C@H]2[C@@H](COc3ccc(NC(=O)c4cccc(OC)c4)cc3C(=O)N2C)O1	2.3	0.6	-84.7	-4.8
CC(C)C#Cc1cnc2c(c1)C(=O)N([C@H](C)CO)C[C@H](C)[C@@H](CN(C)C(=O)CCN1CCCCC1)O2	·	2.4	4.4	2.1
COc1ccccc1S(=O)(=O)N[C@@H]1CC[C@@H](CC(=O)N2CCOCC2)O[C@H]1CO	13.6	1.1	-5.8	2.6
CN1C(=O)c2cc(NC(=O)C3CCCC3)ccc2OC[C@H]2O[C@H](CC(=O)O)CC[C@@H]21	14.1	-1.5	20.1	4.2
C[C@H]1CN([C@@H](C)CO)C(=O)c2cc(C#Cc3ccccc3F)cnc2O[C@H]1CN(C)S(=O)(=O)c1ccccc1	-75.4	-3.0	·	-10.8
C[C@H](CO)N1C[C@H](C)[C@H](CN(C)S(=O)(=O)c2cn(C)cn2)Oc2ccc(NC(=O)C3CCCCC3)cc2CC1=O	25.7	-0.6	18.9	-0.9
O=C(C[C@@H]1CC[C@@H](NC(=O)C2CCOCC2)[C@@H](CO)O1)NCC1CCCCC1	4.3	0.3	14.6	-1.1
C[C@H](CO)N1C[C@H](C)[C@H](CN(C)Cc2ccc(-c3ccccc3)cc2)Oc2ccc(NC(=O)Nc3cccc4ccccc34)cc2CC1=O	2.0	-1.8	64.1	10.8
C/C=C/c1ccc([C@H]2[C@@H](CO)N(C(C)=O)[C@H]2CNC(=O)c2ccncc2)cc1	18.3	-3.2	72.7	-3.3
O=C(Cc1ccncc1)NCC[C@@H]1CC[C@H](NC(=O)C2CCCCC2)[C@H](CO)O1	-10.4	2.3	·	1.4
COc1ccc(-c2ccc3c(c2)O[C@@H](CN(C)C(=O)Nc2ccccc2F)[C@H](C)CN([C@@H](C)CO)S3(=O)=O)cc1	-76.5	-0.7	73.2	-11.2
CCC(=O)N(C)C[C@H]1Oc2cc(C#CC3CCCCC3)ccc2S(=O)(=O)N([C@H](C)CO)C[C@@H]1C	-58.8	-0.3	107.9*	-3.7
CO[C@@H]1CN(C)C(=O)c2ccc(NC(=O)NC(C)C)cc2OC[C@@H](C)N(S(C)(=O)=O)C[C@@H]1C	-21.3	1.4	·	-6.3
CNC[C@H]1Oc2c(NC(=O)c3ccc(-c4nccs4)cc3)cccc2C(=O)N([C@@H](C)CO)C[C@H]1C	-29.5	-0.9	-36.0	-9.2
COc1cccc(S(=O)(=O)Nc2ccc3c(c2)OC[C@@H](C)NC[C@H](C)[C@H](OC)CN(C)C3=O)c1	3.2	-1.6	24.1	-0.2
C[C@@H]1CN([C@H](C)CO)C(=O)Cc2cc(NC(=O)Cc3ccccc3)ccc2O[C@@H]1CN(C)Cc1ccc(Oc2ccccc2)cc1	-11.4	-0.7	17.9	26.1
C[C@H](CO)N1C[C@H](C)[C@H](CN(C)C)Oc2ccc(NC(=O)Nc3ccccc3)cc2C1=O	-9.9	5.5	57.8	2.5
CCCNC(=O)N1C[C@@H](C)[C@@H](OC)CN(C)C(=O)c2cc(NS(C)(=O)=O)ccc2OC[C@H]1C	34.0	-1.9	-6.7	-0.4
CCCNC(=O)Nc1ccc2c(c1)OC[C@H](C)N(CCC(F)(F)F)C[C@@H](C)[C@@H](OC)CN(C)C2=O	-8.5	0.6	7.4	·
O=C(Nc1ccccc1)Nc1ccc2c(c1)[C@@H]1C[C@@H](CC(=O)N3CCOCC3)O[C@@H](CO)[C@@H]1O2	9.9	1.1	51.0	-0.1
CCS(=O)(=O)N1CC2(CN(Cc3ccccc3F)[C@@H](CO)c3c2c2ccc(OC)cc2n3C)C1	-67.9	-1.3	·	2.1
C[C@@H]1CN([C@H](C)CO)C(=O)c2cccc(NC(=O)Nc3ccc(F)cc3)c2O[C@@H]1CN(C)Cc1ccc(C(F)(F)F)cc1	-7.8	0.6	39.0	8.2
CC(C)CC#Cc1ccc2c(c1)O[C@H](CN(C)C(=O)Nc1ccccc1F)[C@H](C)CN([C@@H](C)CO)S2(=O)=O	-26.9	7.5	51.3	3.8
O=C(NC[C@H]1N[C@H](CO)[C@@H]1c1ccc(-c2cncnc2)cc1)c1ccccc1F	-4.9	-1.2	·	-6.0
C[C@@H]1CN([C@H](C)CO)C(=O)c2cc(-c3cncnc3)cnc2O[C@@H]1CN(C)C(=O)Nc1ccc2c(c1)OCO2	23.1	0.4	-1.4	-2.1
C[C@@H]1CN([C@H](C)CO)C(=O)c2cc(N(C)C)ccc2O[C@@H](C)CCCCO[C@H]1CN(C)C(=O)c1ccccc1	-23.1	7.2	91.9	-10.6
O=C1CN(S(=O)(=O)Cc2ccccc2)C[C@H]2[C@H](c3ccc(C#Cc4ccccc4)cc3)[C@@H](CO)N12	-59.4	-2.8	·	0.7
C[C@H]1CN([C@@H](C)CO)C(=O)CCCn2cc(nn2)CO[C@@H]1CN(C)C(=O)Nc1ccc2c(c1)OCCO2	15.2&1.8	1.1	-4.8&-17.2	0.3
CCCNC(=O)C[C@H]1C[C@@H]2c3cc(NC(=O)Nc4ccccc4F)ccc3O[C@@H]2[C@@H](CO)O1	-43.9	-3.0	14.6	-6.1
O=C(C1CCC1)N1CCCCN2[C@H](CO)[C@@H](c3ccc(C#CC4CCCC4)cc3)[C@@H]2C1	13.4	·	94.5	22.8
COc1ccc(C#Cc2ccc([C@@H]3[C@H](CO)N4CCCCN(C(=O)c5ccncc5)C[C@@H]34)cc2)cc1	-31.9	-1.3	105.0*	-0.1
CC(C)NC(=O)N(C)C[C@@H]1Oc2ccc(NS(C)(=O)=O)cc2CC(=O)N([C@H](C)CO)C[C@@H]1C	7.9	0.9	·	-0.7
O=C(C[C@H]1CC[C@@H]2NC[C@@H](O)COC[C@H]2O1)NCc1ccc2c(c1)OCO2	15.8	1.1	17.9	1.5&-2.2
O=C(C[C@@H]1CC[C@H](NC(=O)CN2CCOCC2)[C@H](CO)O1)NCCc1ccccc1	5.2	0.5	-22.4	3.6
O=C(C1CCCCC1)N1CC2(C1)[C@H](c1ccccc1)[C@@H](CO)N2CC1CCCC1	-56.5	-0.3	·	5.3
COc1ccc(NC(=O)Nc2ccc3c(c2)CC(=O)N([C@H](C)CO)C[C@H](C)[C@H](CN(C)C(=O)Nc2ccccc2)O3)cc1	-5.2	0.2	·	-0.2&-4.7
Cc1noc(C)c1NC(=O)Nc1ccc2c(c1)C(=O)N([C@H](C)CO)C[C@@H](C)[C@@H](CN(C)Cc1ccc(C(F)(F)F)cc1)OCCCC[C@H](C)O2	-68.5	1.0	73.6	2.5
O=C(NCC[C@H]1CC[C@@H](NC(=O)c2ccc3c(c2)OCO3)[C@@H](CO)O1)Nc1cc(F)ccc1F	-4.2	-0.6	-9.8	·

Twelve structures out of the list, arranged by count of non-hydrogen atoms, ascending.
SMILES	Pf Dd2 growth	KDM4C inh	Tcruzi prolif	C diff HTS
O=C(C[C@H]1CC[C@@H]2NC[C@@H](O)COC[C@H]2O1)NCc1ccc2c(c1)OCO2	15.8	1.1	17.9	1.5&-2.2
O=C(C1CCCCC1)N1CC2(C1)[C@H](c1ccccc1)[C@@H](CO)N2CC1CCCC1	-56.5	-0.3	·	5.3
O=C(C[C@@H]1CC[C@H](NC(=O)CN2CCOCC2)[C@H](CO)O1)NCCc1ccccc1	5.2	0.5	-22.4	3.6
O=C(C1CCC1)N1CCCCN2[C@H](CO)[C@@H](c3ccc(C#CC4CCCC4)cc3)[C@@H]2C1	13.4	·	94.5	22.8
CCCNC(=O)C[C@H]1C[C@@H]2c3cc(NC(=O)Nc4ccccc4F)ccc3O[C@@H]2[C@@H](CO)O1	-43.9	-3.0	14.6	-6.1
O=C(NCC[C@H]1CC[C@@H](NC(=O)c2ccc3c(c2)OCO3)[C@@H](CO)O1)Nc1cc(F)ccc1F	-4.2	-0.6	-9.8	·
O=C1CN(S(=O)(=O)Cc2ccccc2)C[C@H]2[C@H](c3ccc(C#Cc4ccccc4)cc3)[C@@H](CO)N12	-59.4	-2.8	·	0.7
COc1ccc(C#Cc2ccc([C@@H]3[C@H](CO)N4CCCCN(C(=O)c5ccncc5)C[C@@H]34)cc2)cc1	-31.9	-1.3	105.0*	-0.1
C[C@H]1CN([C@@H](C)CO)C(=O)CCCn2cc(nn2)CO[C@@H]1CN(C)C(=O)Nc1ccc2c(c1)OCCO2	15.2&1.8	1.1	-4.8&-17.2	0.3
C[C@@H]1CN([C@H](C)CO)C(=O)c2cc(-c3cncnc3)cnc2O[C@@H]1CN(C)C(=O)Nc1ccc2c(c1)OCO2	23.1	0.4	-1.4	-2.1
COc1ccc(NC(=O)Nc2ccc3c(c2)CC(=O)N([C@H](C)CO)C[C@H](C)[C@H](CN(C)C(=O)Nc2ccccc2)O3)cc1	-5.2	0.2	·	-0.2&-4.7
Cc1noc(C)c1NC(=O)Nc1ccc2c(c1)C(=O)N([C@H](C)CO)C[C@@H](C)[C@@H](CN(C)Cc1ccc(C(F)(F)F)cc1)OCCCC[C@H](C)O2	-68.5	1.0	73.6	2.5
